KB-3-1 cytotox: kills parental KB-3-1 adenocarcinoma cells | 1.4% of 400,000 active | AID 1347075 | Potency, µM (titrated, usually from 46.1 µM), without a hit: at the highest dose activity change, negative = cytotoxic, most hits filed as cytotoxic | KB-3-1 viability, CellTiter-Glo ATP luminescence, 72 h; also: % is scaled to controls: 0 for no effect and ±100 for the full control effect; nearly all actives have a fitted effect of over 60% in size
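Cells are dispensed, compounds pinned in, plates held at 37 °C for 72 h, then CellTiter-Glo is added and luminescence read after 10 minutes. Cell line: parental KB-3-1 in phenol-red-free DMEM, 10% FBS.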
TDP-43 yeast inh: inhibitors of TDP-43 toxicity in yeast; 1.8% of 410,000 active; Potency, µM (titrated, usually from 46.1 µM), for the others: top-dose growth rescue (activation), hits mostly activators; AID 652104; TDP-43 expressing yeast growth rescue, BacTiter-Glo, 24 h; also: % of control where 0% means no effect; nearly all actives have a fitted effect of over 50% in size
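Yeast expressing TDP-43 (pregrown in raffinose, seeded at OD600=0.02 in galactose medium) exposed to compounds 24 hr at 30 deg C. Growth read by BacTiter-Glo luminescence; rescue of toxicity appears as increased signal.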
HT1080 IDH1KD tx: toxicity to HT-1080 IDH1 knockdown cells (counter line); 2% of 360,000 active; Potency, µM (titrated, usually from 46.1 µM), for the others: at the top dose activity, negative = toxicity, usual class: cytotoxic; HT-1080 IDH1 knockdown viability, ATP luminescence, 48 h;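 also: 0% = DMSO wells and -100% = cell-free medium wells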
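% activity derives from luminescence (CellTiter-Glo), normalised to DMSO and no-cell wells. HT-1080-IDH1KD cells, 750/well, had 48 h compound exposure at 37 °C.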
GLP-1R inv ag: inverse agonists of human GLP-1 receptor; P43220; HEK293 GLP-1R CRE-luciferase, luminescence, 24 h; GLP-1R form is constitutively active; Potency, µM (doses to about 38.3 µM), without a hit: at the top dose activity change, negative = inhibition, hits mostly inhibitors; 1.6% of 410,000 active; also: % is scaled to controls: 0 for no effect and ±100 for the full control effect; nearly all actives have a fitted effect of over 55% in size
Target sequence (P43220 whole entry, looked up): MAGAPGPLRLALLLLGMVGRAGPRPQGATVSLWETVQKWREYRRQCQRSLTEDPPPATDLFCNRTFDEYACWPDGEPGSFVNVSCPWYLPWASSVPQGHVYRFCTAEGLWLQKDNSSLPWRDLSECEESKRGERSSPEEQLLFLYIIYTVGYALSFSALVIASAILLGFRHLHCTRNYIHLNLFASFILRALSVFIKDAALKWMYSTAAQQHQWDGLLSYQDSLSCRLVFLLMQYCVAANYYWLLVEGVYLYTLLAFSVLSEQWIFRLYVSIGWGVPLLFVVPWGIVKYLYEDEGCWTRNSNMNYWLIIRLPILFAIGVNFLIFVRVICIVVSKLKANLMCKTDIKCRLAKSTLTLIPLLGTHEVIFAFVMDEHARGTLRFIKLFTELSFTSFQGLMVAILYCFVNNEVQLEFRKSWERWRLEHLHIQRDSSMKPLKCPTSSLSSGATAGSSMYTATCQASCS
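HEK293 cells stably co-expressing constitutively active GLP-1R and a cAMP-responsive luciferase reporter were seeded in DMEM with 10% Nu serum, given compounds after 12 h, and incubated 24 h at 37 deg C. Luminescence was then read.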
HT1080NT lethal: kills 2HG-producing HT-1080-NT fibrosarcoma cells; HT-1080-NT fibrosarcoma viability, CellTiter-Glo ATP luminescence, 48 h; Potency, µM (top dose mostly 46.1 µM), inactives show at the top dose activity, negative = less viability, hits mostly cytotoxic; 1.6% of 360,000 active;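 also: NT is the 2HG producing partner of a matched IDH1 knockdown line; 0% = DMSO-treated cells and -100% = media-only wells without cells; nearly all actives have a fitted effect of over 55% in size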
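Luminescent CellTiter-Glo readout after 48 hours of compound exposure at 37 degrees C defined viability of HT-1080-NT cells. Activity was normalized to DMSO wells and cell-free media wells; concentration-response curves were fitted and assigned curve classes.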
GLP1R ag: agonists of human GLP-1 receptor | Potency, µM (titrated, usually from 45.6 µM), inactives show top-dose activation, most hits filed as activators | P43220 | 0.007% of 380,000 active | HEK293 GLP-1R CRE-luciferase, luminescence, 4-6 h; cells express a hypersensitive GLP-1R form; also: % of control where 0% means no effect
HEK293 tox: cytotoxic in the GLP-1 receptor inverse agonist counter-screen | Potency, µM (top dose mostly 38.3 µM), inactives show at the top dose activity change, negative = inhibition, most hits filed as inhibitors | 0.13% of 410,000 active | HEK293 cAMP-luciferase reporter cells, luminescence, 24 h | AID 624418;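 also: loss of luciferase light is scored as toxicity; % is scaled to controls: 0 for no effect and ±100 for the full control effect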
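1536-well qHTS counterscreen of the MLSMR; 200 cells/uL, 12 h pre-incubation, 23 nL cpd, 24 h at 37 deg C 5% CO2, luciferase detection reagent, 12 min RT, luminescence. Inhibition = undesired.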
SW480 rereplic: DNA re-replication induction in SW480 cells. SW480 DNA re-replication, Hoechst DNA content imaging, 48 h. Potency, µM (series often up to 46.1 µM), for the others: at the highest dose re-replication activation, actives largely listed as activators. 1.8% of 340,000 active. AID 624297; also: % of control where 0% means no effect; nearly all actives have a fitted effect of over 55% in size
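SW480 cells exposed to compounds for 48 hr at 37 C, 5% CO2, then Hoechst-stained 40 min. Nuclear DNA content imaged by fluorescence scanning (405 nm excitation, 500-530 nm emission); re-replication scored as increased high-intensity nuclei.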
KB-V1 cytotox: KB-V1 MDR subline cytotoxicity. Potency, µM (series often up to 46.1 µM), for inactives: at the highest dose activity change, negative = cytotoxicity, actives largely listed as cytotoxic. 3.4% of 400,000 active. KB-V1 MDR cells viability, CellTiter-Glo, 72 h; also: % is scaled to controls: 0 for no effect and ±100 for the full control effect; nearly all actives have a fitted effect of over 60% in size
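qHTS viability screen in drug-selected KB-V1 MDR cells: 72 h compound treatment at 37 degrees C, ATP luminescence end point.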
Starred values were filed as active, the others as inactive; & = joins results of further samples; [ ] = another dose, or the depositor's remark. Calls follow the shape of the dose curve; as a rule, active = well fitted curve in the direction sought with a large enough effect; inconclusive = small, poorly fitted or top-dose-only effect, or another doubt; inactive = no such curve, though single readings can be large; an effect the other way counts as inactive or inconclusive. Potency is read from the fitted curve at half-maximal effect. Not a hit list. Share with any hit: about 9.4%.

How did CN(CC(=O)NC(=O)NC1CCCCC1)CC(=O)Nc1ccc(OC(F)(F)F)cc1 do in these assays?
KB-3-1 cytotox: 5%; TDP-43 yeast inh: -1%; HT1080 IDH1KD tx: -10%; GLP-1R inv ag: inconclusive; HT1080NT lethal: -1%; GLP1R ag: -11%; HEK293 tox: -28%; SW480 rereplic: 1%; KB-V1 cytotox: 4%

What do the screens show for `CCOC(=O)C1=C(C)NC(SC)=NC1c1ccccc1` (stereo not drawn)?
KB-3-1 cytotox: 8%; TDP-43 yeast inh: 5%; HT1080 IDH1KD tx: -5%; GLP-1R inv ag: -4%; HT1080NT lethal: 8%; GLP1R ag: -1%; HEK293 tox: -11%; SW480 rereplic: 0%; KB-V1 cytotox: -2%

How did COc1ccc(NC(=O)NNC(=O)c2ccc(Cl)cc2Cl)cc1OC do in these assays?
KB-3-1 cytotox: 4%; TDP-43 yeast inh: 19%; HT1080 IDH1KD tx: -3%; GLP-1R inv ag: -1%; HT1080NT lethal: 7%; GLP1R ag: 4%; HEK293 tox: 2%; SW480 rereplic: -2%; KB-V1 cytotox: 7%

How did CCOC(=O)c1nnc(-c2ccc(C)cc2)nc1Oc1ccccc1Cl do in these assays?
KB-3-1 cytotox: -2%; TDP-43 yeast inh: 1%; HT1080 IDH1KD tx: 23µM*; GLP-1R inv ag: -6%; HT1080NT lethal: 23µM*; GLP1R ag: -8%; HEK293 tox: 19%; SW480 rereplic: inconclusive; KB-V1 cytotox: 0%

How did CCOC(=O)c1c(NC(C)=O)sc2c(O)c(CN3CCN(CC)CC3)ccc12 do in these assays?
KB-3-1 cytotox: -6%; TDP-43 yeast inh: -33%[inhibitor]; HT1080 IDH1KD tx: -10%; GLP-1R inv ag: 5%; HT1080NT lethal: inconclusive; GLP1R ag: 18%; HEK293 tox: -42%; SW480 rereplic: -1%; KB-V1 cytotox: -2%

Results for COc1ccc(CCNC(=O)COC(=O)c2cnc(Cl)c(Cl)c2)cc1 ?
TDP-43 yeast inh: 17%; HT1080 IDH1KD tx: -1%; GLP-1R inv ag: 16%; HT1080NT lethal: -12%; GLP1R ag: -18%; HEK293 tox: 0%; SW480 rereplic: 1%

What do the screens show for `CN(C)S(=O)(=O)N(CC(=O)NCCSCc1cccc(Cl)c1)c1ccccc1`?
KB-3-1 cytotox: 0%; TDP-43 yeast inh: inconclusive; GLP-1R inv ag: inconclusive; GLP1R ag: -1%; HEK293 tox: 2%; KB-V1 cytotox: inconclusive

Results for CC1=C(C(N)=O)C(c2cccs2)n2nc(-c3cccc(C)c3)nc2N1 (stereo not drawn) ?
KB-3-1 cytotox: -5%; TDP-43 yeast inh: -5%; HT1080 IDH1KD tx: 4%; GLP-1R inv ag: -7%; HT1080NT lethal: 12%; GLP1R ag: -3%; HEK293 tox: -18%; SW480 rereplic: -4%; KB-V1 cytotox: 3%

Results for COc1ccccc1N1C(=O)C2C(c3ccccc3F)NN(C(=O)c3ccc(C)cc3)C2C1=O (stereo not drawn) ?
KB-3-1 cytotox: -9%; TDP-43 yeast inh: inconclusive; HT1080 IDH1KD tx: -1%; GLP-1R inv ag: 0%; HT1080NT lethal: 22%; GLP1R ag: 0%; HEK293 tox: 8%; SW480 rereplic: -1%; KB-V1 cytotox: 0%

Results for COc1cc(Cl)c(S(=O)(=O)NCCCn2ccnc2)cc1Cl ?
KB-3-1 cytotox: inconclusive; TDP-43 yeast inh: -2%; HT1080 IDH1KD tx: -4%; GLP-1R inv ag: 8%; HT1080NT lethal: 2%; GLP1R ag: 12%; HEK293 tox: 0%; SW480 rereplic: -4%; KB-V1 cytotox: -12%

Results for COc1ccc(OC)c(NS(=O)(=O)c2ccc(-n3cccn3)cc2)c1 ?
KB-3-1 cytotox: inconclusive; TDP-43 yeast inh: 18%&10%; HT1080 IDH1KD tx: -24%; GLP-1R inv ag: inconclusive; HT1080NT lethal: -29%; GLP1R ag: 0%&7%; HEK293 tox: -12%&-13%; KB-V1 cytotox: inconclusive

What do the screens show for `CCOC(=O)CSc1nc2ccccc2c(=O)n1CC(C)C`?
KB-3-1 cytotox: 1%; TDP-43 yeast inh: 17%; HT1080 IDH1KD tx: 16%; GLP-1R inv ag: inconclusive; HT1080NT lethal: 2%; GLP1R ag: 13%; HEK293 tox: 25%; SW480 rereplic: 0%; KB-V1 cytotox: 10%

No new results follow: 2 of the compounds above.
Results for COc1ccc(OC)c(NS(=O)(=O)c2ccc(-n3cccn3)cc2)c1 ?
KB-3-1 cytotox: inconclusive; TDP-43 yeast inh: 18%&10%; HT1080 IDH1KD tx: -24%; GLP-1R inv ag: inconclusive; HT1080NT lethal: -29%; GLP1R ag: 0%&7%; HEK293 tox: -12%&-13%; KB-V1 cytotox: inconclusive

What do the screens show for `CCOC(=O)CSc1nc2ccccc2c(=O)n1CC(C)C`?
KB-3-1 cytotox: 1%; TDP-43 yeast inh: 17%; HT1080 IDH1KD tx: 16%; GLP-1R inv ag: inconclusive; HT1080NT lethal: 2%; GLP1R ag: 13%; HEK293 tox: 25%; SW480 rereplic: 0%; KB-V1 cytotox: 10%

Continuation.
How did COc1ccc(C)cc1NC(=O)C(OC(=O)c1ccc(Cl)c(S(=O)(=O)N(C)c2ccccc2)c1)c1ccccc1 (stereo not drawn) do in these assays?
KB-3-1 cytotox: 3%; TDP-43 yeast inh: -20%; HT1080 IDH1KD tx: 18%; GLP-1R inv ag: 21%; HT1080NT lethal: inconclusive; GLP1R ag: 1%; HEK293 tox: 1%; SW480 rereplic: -42%[inhibitor]; KB-V1 cytotox: -24%

Results for CCn1c(CNC(=O)Cc2ccc(OC)cc2)n[nH]c1=S ?
KB-3-1 cytotox: 10%; HT1080 IDH1KD tx: 1%; GLP-1R inv ag: 7%; HT1080NT lethal: 1%; GLP1R ag: -2%; HEK293 tox: -9%; SW480 rereplic: -9%[1.84 µM]; KB-V1 cytotox: inconclusive

How did Cc1ccccc1NC(=O)C1CCCN(c2nnc(N3CCCC3=O)s2)C1 (stereo not drawn) do in these assays?
KB-3-1 cytotox: -8%; TDP-43 yeast inh: -8%; HT1080 IDH1KD tx: 6%; GLP-1R inv ag: -7%; HT1080NT lethal: 20%; GLP1R ag: 1%; HEK293 tox: 13%; SW480 rereplic: -8%; KB-V1 cytotox: 3%

Results for CCN1CCN(C(=O)Cn2nc(-c3ccc(Cl)cc3)ccc2=O)CC1 ?
KB-3-1 cytotox: 5%; TDP-43 yeast inh: -31%[inhibitor]; HT1080 IDH1KD tx: 1%; GLP-1R inv ag: 2.8µM*; HT1080NT lethal: 1%; GLP1R ag: 9%; HEK293 tox: 12%; SW480 rereplic: 0%; KB-V1 cytotox: 14%

What do the screens show for `S=C(NCCc1cnc[nH]1)NC1CCCC1`?
KB-3-1 cytotox: -2%; TDP-43 yeast inh: -3%; HT1080 IDH1KD tx: 0%; GLP-1R inv ag: 4%; HT1080NT lethal: 3%; GLP1R ag: 0%; HEK293 tox: 5%; SW480 rereplic: -54%[inhibitor]; KB-V1 cytotox: 6%

Results for CCc1nc2ccc(C(=O)NCCOc3ccc(OC)cc3)cn2c1N(C)Cc1nccn1C ?
KB-3-1 cytotox: 0%; TDP-43 yeast inh: 0%; HT1080 IDH1KD tx: 15%; GLP-1R inv ag: 30%; HT1080NT lethal: 3%; GLP1R ag: 4%; HEK293 tox: 4%; KB-V1 cytotox: 1%

How did O=C(OCc1ccc(Cl)c(Cl)c1)c1cnccn1 do in these assays?
KB-3-1 cytotox: 4%; TDP-43 yeast inh: 12%; HT1080 IDH1KD tx: 12%; GLP-1R inv ag: 0%; HT1080NT lethal: 3%; GLP1R ag: 2%; HEK293 tox: -16%; SW480 rereplic: 2%; KB-V1 cytotox: 21%

How did CC(C)CC(c1nnnn1C(C)C)N1CCN(C(=O)c2ccco2)CC1 (stereo not drawn) do in these assays?
KB-3-1 cytotox: 3%; TDP-43 yeast inh: -6%; HT1080 IDH1KD tx: 4%; GLP-1R inv ag: 2%; HT1080NT lethal: 15%; GLP1R ag: 0%; HEK293 tox: -2%; SW480 rereplic: -89%[inhibitor]; KB-V1 cytotox: -6%

How did O=C(c1ccc(F)cc1)N1CCN2C(=O)c3ccccc3C12c1ccc(Cl)cc1 (stereo not drawn) do in these assays?
KB-3-1 cytotox: 0%; TDP-43 yeast inh: -6%[9.22 µM]; HT1080 IDH1KD tx: -2%; GLP-1R inv ag: inconclusive; HT1080NT lethal: -8%; GLP1R ag: 17%; HEK293 tox: -10%; SW480 rereplic: 4%; KB-V1 cytotox: -12%

Results for CC1CCCC(C)N1C(=O)CSc1nnc(CSc2ncccn2)n1C (stereo not drawn) ?
KB-3-1 cytotox: 6%; TDP-43 yeast inh: -14%; HT1080 IDH1KD tx: 2%; GLP-1R inv ag: 0%; HT1080NT lethal: 9%; GLP1R ag: -12%; HEK293 tox: -10%; SW480 rereplic: -15%; KB-V1 cytotox: -22%

Results for NC(=O)C1(NC(=O)[C@@H]2CC3(CC(c4cccc(NC(=O)[C@@H]5CCC(=O)N5)c4)=NO3)CN2C(=O)c2cnccn2)CC1 (stereo partly drawn) ?
KB-3-1 cytotox: 0%; TDP-43 yeast inh: 26%; HT1080 IDH1KD tx: 13%; GLP-1R inv ag: 5%; HT1080NT lethal: 8%; GLP1R ag: 0%; HEK293 tox: 3%; SW480 rereplic: -3%; KB-V1 cytotox: 0%

What do the screens show for `CCCCn1c(N)c(N(CC)C(=O)C2CCC2)c(=O)[nH]c1=O`?
KB-3-1 cytotox: -3%; TDP-43 yeast inh: -10%; HT1080 IDH1KD tx: 0%; GLP-1R inv ag: 2%; HT1080NT lethal: -2%[9.24 µM]; GLP1R ag: 12%; HEK293 tox: 10%; SW480 rereplic: -1%; KB-V1 cytotox: inconclusive

Results for COC(=O)C1=CN(c2ccc(F)cc2)C=C(C(=O)OC)C1c1cccc([N+](=O)[O-])c1 ?
KB-3-1 cytotox: -16%; TDP-43 yeast inh: -8%; HT1080 IDH1KD tx: -21%; GLP-1R inv ag: 5.6µM*; HT1080NT lethal: -2%; GLP1R ag: 13%; HEK293 tox: 5%; SW480 rereplic: 25%; KB-V1 cytotox: -22%
